Screening data (PubChem BioAssay)
hcGAS lum = human cGAS inhibition | recombinant h-cGAS, ATP depletion, Kinase-Glo luminescence | Q8N884 | AID 1259398 | inhibition, % at 12.5 µM | 0.081% of 290,000 active;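 further: 0% = vehicle reaction and 100% = reaction without DNA for no activity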
Target sequence (Q8N884 whole entry, looked up): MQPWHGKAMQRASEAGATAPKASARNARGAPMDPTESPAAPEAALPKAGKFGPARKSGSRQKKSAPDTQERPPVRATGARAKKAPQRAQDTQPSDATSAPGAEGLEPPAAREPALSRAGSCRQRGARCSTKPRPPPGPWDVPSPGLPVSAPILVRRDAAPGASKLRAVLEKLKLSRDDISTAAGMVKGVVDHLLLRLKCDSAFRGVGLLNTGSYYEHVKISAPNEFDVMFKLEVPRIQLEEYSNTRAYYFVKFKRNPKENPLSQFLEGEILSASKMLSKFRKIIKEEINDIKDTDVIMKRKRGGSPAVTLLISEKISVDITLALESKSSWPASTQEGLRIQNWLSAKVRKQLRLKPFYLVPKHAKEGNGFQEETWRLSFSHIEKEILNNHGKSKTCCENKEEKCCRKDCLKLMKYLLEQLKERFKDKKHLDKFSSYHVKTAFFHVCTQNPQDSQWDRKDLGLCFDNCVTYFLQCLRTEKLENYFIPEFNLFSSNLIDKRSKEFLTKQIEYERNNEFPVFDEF
mcGAS inh = mouse cGAS inhibition by luminescence; 0.15% of 160,000 active; inhibition, % at 12.5 µM; Q8C6L5; recombinant cGAS, Kinase-Glo ATP depletion luminescence;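 further: 0% = negative control wells and 100% = reference inhibitor with no enzyme activity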
NPYLR7 agonist = activates Aedes aegypti NPYLR7 receptor; HEK293T NPYLR7/Galpha15, GCaMP6s calcium fluorescence; activation, % at 10 µM; 0.15% of 270,000 active; in the data active means activation above about 40%;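 further: 0% = vehicle and 100% = reference agonist at the receptor; some compounds past the cut are filed as inactive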
An asterisk follows results filed as active; & = joins results of further samples. Unless noted, no stated cut-off is given here; in the data, active means inhibition above about 40%; inactive means the rest.

Results for CCCc1cc(=O)oc2cc(OCC(=O)NC3CCCC3)ccc12 ?
hcGAS lum: -14; NPYLR7 agonist: 10

Results for CCC(C(=O)N1CCC2(CC1)C(=O)N(CC(=O)NCc1ccccc1)CN2c1ccccc1)c1ccccc1 (configuration not stated) ?
hcGAS lum: -2; mcGAS inh: -5; NPYLR7 agonist: 6

How did CC(=O)Cn1c(=O)c2c(nc3n(-c4ccc(Oc5ccccc5)cc4)c(C)cn23)n(C)c1=O do in these assays?
hcGAS lum: -4; mcGAS inh: -8; NPYLR7 agonist: 10

What do the screens show for `O=C1C(=Cc2cccnc2)SC(=S)N1CC1CCCO1` (configuration not stated)?
hcGAS lum: -3; mcGAS inh: -5; NPYLR7 agonist: 5

What do the screens show for `COCCN1CCCC[C@]2(C[C@H](CO)[C@H](c3ccccc3)N2C(=O)c2cccs2)C1=O`?
hcGAS lum: -3; mcGAS inh: -7; NPYLR7 agonist: 3

What do the screens show for `Cc1nn(CN(C)Cc2nc3ccccc3s2)c(=S)n1C1CC1`?
hcGAS lum: -10; NPYLR7 agonist: 6

How did Cc1ccc(-c2n[nH]c(C)c2NC(=O)NC(C)C)c(C)c1 do in these assays?
hcGAS lum: -8; NPYLR7 agonist: 12

Results for O=C1NC(=S)NC(=O)C1=Cc1ccc(N2CCOCC2)o1 ?
hcGAS lum: -3; NPYLR7 agonist: 2

What do the screens show for `Cc1ccc(S(=O)(=O)n2ccn(C(=O)CC3CCCCC3)c2=O)cc1`?
hcGAS lum: -8; mcGAS inh: -7; NPYLR7 agonist: 11

How did CCOc1ncccc1C(=O)N1CCN(S(=O)(=O)c2ccc(F)c(F)c2)CC1 do in these assays?
hcGAS lum: -6; mcGAS inh: -8; NPYLR7 agonist: 10

What do the screens show for `Cc1ccc(CN(C(=O)Nc2nnc(C(C)C)s2)C2CC2)o1`?
hcGAS lum: 4; NPYLR7 agonist: -8

How did CC(C)c1noc(C2CCN(C(=O)C3CC4(CCNCC4)CN3)CC2)n1 (configuration not stated) do in these assays?
hcGAS lum: -3; NPYLR7 agonist: 21

How did O=C(C1CN(c2ncnc3[nH]ccc23)CCN1)N1CCCC1 (configuration not stated) do in these assays?
hcGAS lum: -5; mcGAS inh: -11; NPYLR7 agonist: 6

How did CCN1CCN(C(=O)c2ccc(CSc3nnc(C)n3-c3cccc(Cl)c3)cc2)CC1 do in these assays?
hcGAS lum: -4; mcGAS inh: -3; NPYLR7 agonist: 4

Results for Cc1cc(C)n2nc(NC(=O)N[C@@H](C)C(=O)N3CCCCC3)nc2n1 ?
hcGAS lum: -5; mcGAS inh: -18; NPYLR7 agonist: 1

How did COc1cccc(C(=O)NCC2CCN(c3nc(Cc4ccc(C)cc4)ns3)CC2)c1 do in these assays?
hcGAS lum: -4; mcGAS inh: -5; NPYLR7 agonist: 15

How did CC1C(=O)N(c2ccc3c(c2)OCO3)CCN1C(=O)Nc1cccc(Cl)c1 (configuration not stated) do in these assays?
hcGAS lum: -1; NPYLR7 agonist: 8

What do the screens show for `COc1ccc(S(=O)(=O)n2nc(OC(=O)c3ccc(Cl)cc3)cc2N)cc1`?
hcGAS lum: -2; mcGAS inh: -4; NPYLR7 agonist: 1

How did c1cc[n+](Cc2cn3ccccc3n2)cc1 do in these assays?
hcGAS lum: -7; mcGAS inh: -9; NPYLR7 agonist: 20

How did CC1=C/C(=N/N=C2\NC(=O)C(CC(=O)Nc3ccccc3C(F)(F)F)S2)CC(C)(C)C1 (configuration not stated) do in these assays?
hcGAS lum: -9; NPYLR7 agonist: 1

Results for O=[N+]([O-])c1cc(C=NN2CCN(Cc3cccc4ccccc34)CC2)ccc1Cl ?
hcGAS lum: -7; mcGAS inh: -5; NPYLR7 agonist: -6

How did CN(C)C(=O)c1cccc(CNC(=O)c2csc(Br)c2)c1 do in these assays?
hcGAS lum: -11; NPYLR7 agonist: 8

What do the screens show for `CC(=O)c1cccc(S(=O)(=O)N2CCN(C(=O)c3ccc(N4CCCS4(=O)=O)cc3)CC2)c1`?
hcGAS lum: -3; NPYLR7 agonist: 2

What do the screens show for `CC(C)c1csc(CN2CCN3CCN(C)CC3C2)n1` (configuration not stated)?
hcGAS lum: -5; mcGAS inh: -14

What do the screens show for `CC(C)N(CC(=O)N(Cc1ccccc1)Cc1cccn1Cc1ccccc1)C(=O)c1cccs1`?
hcGAS lum: -2; mcGAS inh: -2; NPYLR7 agonist: 9

How did O=C(c1ccc(CSc2c(F)c(F)cc(F)c2F)cc1)N1C2CCC1CC(Oc1ccc(F)cc1F)C2 (configuration not stated) do in these assays?
hcGAS lum: -14; mcGAS inh: -8; NPYLR7 agonist: 9

How did COc1ccc(C(CC(=O)N(C)Cc2nc(C)cs2)c2ccccc2)cc1 (configuration not stated) do in these assays?
hcGAS lum: -8; NPYLR7 agonist: 3

Results for COc1cc(COC2CCCN(S(=O)(=O)c3ccc(Cl)cc3)C2)cc(OC)c1 (configuration not stated) ?
hcGAS lum: -7; mcGAS inh: -6; NPYLR7 agonist: 14

What do the screens show for `O=C(NCC1CCCO1)C(C1CCCC1)N1CCN(C(=O)c2ccc(F)cc2)CC1` (configuration not stated)?
hcGAS lum: -5; mcGAS inh: -5; NPYLR7 agonist: -10

How did Cc1cc(C(=O)NCCC(=O)Nc2cccc3ccccc23)n[nH]1 do in these assays?
hcGAS lum: -6; NPYLR7 agonist: 12

Results for CC1CN(C(=O)CNc2ccc3c(c2)C(=O)CCC3)CC(C)O1 (configuration not stated) ?
hcGAS lum: 2&-7; NPYLR7 agonist: -2&-2

How did O=C(c1cc(F)ccc1F)N1CCC(c2nc(-c3ccc(F)c(F)c3)no2)CC1 do in these assays?
hcGAS lum: 0; mcGAS inh: 1; NPYLR7 agonist: 3

Results for COc1ccc(OC)c(NC(=O)N2CC[C@@](C)(O)[C@@H](CC(C)C)C2)c1 ?
hcGAS lum: -5; NPYLR7 agonist: 3

How did C=CCN(Cc1ccccc1C#N)Cc1cccn1Cc1cccc(C(F)(F)F)c1 do in these assays?
hcGAS lum: 6; mcGAS inh: 1; NPYLR7 agonist: -5

Results for CS(=O)(=O)Nc1nc2n(n1)C(c1ccc(Cl)cc1)CC(c1ccccc1)=N2 (configuration not stated) ?
hcGAS lum: -3; NPYLR7 agonist: 2

What do the screens show for `CC(=O)OCN1C(=O)N(C)C2C1N(C)C(=O)N2COC(C)=O` (configuration not stated)?
hcGAS lum: 1; mcGAS inh: -6; NPYLR7 agonist: 1

How did Cc1nn(C(C)C(=O)NC(C)C2CC3CCC2C3)c(C)c1[N+](=O)[O-] (configuration not stated) do in these assays?
hcGAS lum: -6; NPYLR7 agonist: 2

What do the screens show for `Cc1cc(C)n(C2CCN(c3nccc(CCC(F)(F)F)n3)C2)n1` (configuration not stated)?
hcGAS lum: -4; NPYLR7 agonist: -6

What do the screens show for `CCOC(=O)Cn1c(=O)c2c(nc3n(-c4ccc(Cl)cc4)c(C)c(C)n23)n(C)c1=O`?
hcGAS lum: -5; mcGAS inh: -7; NPYLR7 agonist: 1

How did CCOC(=O)N1CCC(N2CCC(n3nccc3NC(=O)c3ccccc3)CC2)CC1 do in these assays?
hcGAS lum: -8; NPYLR7 agonist: 13

How did O=C1Nc2ccc(S(=O)(=O)N3CCOCC3)c3cccc1c23 do in these assays?
hcGAS lum: -4; NPYLR7 agonist: 10

Results for O=C(NCCO)c1cc2n(n1)CCCN(C(=O)Cc1ccc(F)c(F)c1)C2 ?
hcGAS lum: -7; NPYLR7 agonist: 4

How did CCOC(=O)N1CCc2c(sc(NC(=O)c3nc4ccccc4s3)c2C(N)=O)C1 do in these assays?
hcGAS lum: -5; NPYLR7 agonist: 0

Results for COc1ccc(NC(=O)CC23CC4CC(CC(C4)C2)C3)cc1S(=O)(=O)N(C)C ?
hcGAS lum: -8; mcGAS inh: -6; NPYLR7 agonist: 6

Results for Cc1ccc(-c2nc(C(=O)Nc3cccn(C)c3=O)cs2)o1 ?
hcGAS lum: 1; NPYLR7 agonist: -1

What do the screens show for `O=C(NCCCn1ccc2ccccc21)c1cn(CC2COc3ccccc3O2)nn1` (configuration not stated)?
hcGAS lum: -4; mcGAS inh: -6; NPYLR7 agonist: 19

How did Cc1ccc(NC(=O)CSc2ccc(NC(=O)C(C)C)nn2)cc1F do in these assays?
hcGAS lum: -2; NPYLR7 agonist: -2

What do the screens show for `CC(=O)Nc1cc(C2=CCCN(CC(C)N3CCOCC3)C2)nn1C` (configuration not stated)?
hcGAS lum: -2; NPYLR7 agonist: -1

Results for COCCN(CC(=O)N(Cc1ccc(F)cc1)Cc1cccs1)C(=O)c1ccc(-c2ccccc2)cc1 ?
hcGAS lum: -8; mcGAS inh: -4; NPYLR7 agonist: -12

What do the screens show for `COc1cc(C(=O)N2CCCC(N(C)CCc3ccccc3)C2)c2ccccc2n1` (configuration not stated)?
hcGAS lum: -8; mcGAS inh: -11; NPYLR7 agonist: 14

How did NC(=O)c1ccnc(N2CCN(C/C=C/c3ccccc3)CC2)c1 do in these assays?
hcGAS lum: -5; NPYLR7 agonist: 13

Results for CCOc1ccc(S(=O)(=O)NCc2ccco2)cc1C ?
hcGAS lum: -4; NPYLR7 agonist: 3

What do the screens show for `CCOc1ccc(-c2ccc(OCCNS(=O)(=O)c3ccc4ccccc4c3)nn2)cc1`?
hcGAS lum: -10; mcGAS inh: -6; NPYLR7 agonist: -5

Results for COc1ccc(C=C(C#N)C#N)cc1OCc1ccccc1 ?
hcGAS lum: -3; mcGAS inh: 23; NPYLR7 agonist: 0

How did CCN(Cc1ccc(C(=O)Nc2ccnn2C)cc1)Cc1noc(C)n1 do in these assays?
hcGAS lum: 2; NPYLR7 agonist: 5

What do the screens show for `CC1CN(C)CCN1CC(O)c1cc(Cl)ccc1Cl` (configuration not stated)?
hcGAS lum: -5; mcGAS inh: -5; NPYLR7 agonist: 11

Results for CC(C)(C)CC(=O)NC[C@@H]1C[C@H](F)CN1C(=O)C1=NNC(=O)CC1 ?
hcGAS lum: -15; mcGAS inh: -7

Results for C#CCN(Cc1cccnc1)C(=O)Nc1ccn(CCCC(=O)N(C)C)n1 ?
hcGAS lum: -2; NPYLR7 agonist: 0

Results for CCOC(=O)C(C)n1nc(C)n2c(cc3sccc32)c1=O (configuration not stated) ?
hcGAS lum: 3; mcGAS inh: 1; NPYLR7 agonist: -11

Results for CCCCC(O)CN(CCOC)Cc1c(CC)nn(-c2ccccc2)c1Oc1cccc(OC)c1 (configuration not stated) ?
hcGAS lum: -5; mcGAS inh: -7; NPYLR7 agonist: 8

What do the screens show for `CSc1nnc2c(n1)OC(c1cccs1)Nc1ccccc1-2` (configuration not stated)?
hcGAS lum: 3; mcGAS inh: -2; NPYLR7 agonist: 9

Results for O=C(NCCc1ccccc1F)N1CCN(S(=O)(=O)c2ccc(F)cc2)CC1 ?
hcGAS lum: -3; mcGAS inh: -7; NPYLR7 agonist: 1

What do the screens show for `CC(C)c1nnc(SCC(=O)Nc2ccc(N3CCCCCC3)cc2)o1`?
hcGAS lum: -2; mcGAS inh: -9; NPYLR7 agonist: 4

Results for COc1cc(C=C2SC(=S)NC2=O)ccc1OC(C)C ?
hcGAS lum: -10; NPYLR7 agonist: 4

Results for COc1ccccc1CCNC(=O)CN1CCCC1C(F)(F)F (configuration not stated) ?
hcGAS lum: -10; mcGAS inh: -12; NPYLR7 agonist: 24

What do the screens show for `Cc1ccc(Nc2nc(N3CCN(c4cccc(Cl)c4)CC3)nc3nccnc23)c(C)c1`?
hcGAS lum: -5; NPYLR7 agonist: 2

How did C=Cc1ccc(Cn2c(C)c(C(=O)NCc3cccc4ccccc34)sc2=O)cc1 do in these assays?
hcGAS lum: 1; NPYLR7 agonist: -8

How did CCOc1cc(S(=O)(=O)N2CCN(c3cccc(C)c3C)CC2)ccc1F do in these assays?
hcGAS lum: -7; mcGAS inh: -6; NPYLR7 agonist: 1

How did Cc1nn(C)cc1-c1ccnc(N2CCCN(c3ccc(F)cc3)CC2)n1 do in these assays?
hcGAS lum: -5; NPYLR7 agonist: 0

What do the screens show for `[O-][n+]1c2ccccc2[n+]([O-])c2cc(O)ccc21`?
hcGAS lum: -27; NPYLR7 agonist: -9

Results for CN1CCN(C)C2(CCN(c3nccc(N4CCC(O)C4)n3)CC2)C1 (configuration not stated) ?
hcGAS lum: 1; mcGAS inh: -8; NPYLR7 agonist: 18

In the list so far, these have a Cl atom:
How did CCN1CCN(C(=O)c2ccc(CSc3nnc(C)n3-c3cccc(Cl)c3)cc2)CC1 do in these assays?
hcGAS lum: -4; mcGAS inh: -3; NPYLR7 agonist: 4

How did CC1C(=O)N(c2ccc3c(c2)OCO3)CCN1C(=O)Nc1cccc(Cl)c1 (configuration not stated) do in these assays?
hcGAS lum: -1; NPYLR7 agonist: 8

What do the screens show for `COc1ccc(S(=O)(=O)n2nc(OC(=O)c3ccc(Cl)cc3)cc2N)cc1`?
hcGAS lum: -2; mcGAS inh: -4; NPYLR7 agonist: 1

Results for O=[N+]([O-])c1cc(C=NN2CCN(Cc3cccc4ccccc34)CC2)ccc1Cl ?
hcGAS lum: -7; mcGAS inh: -5; NPYLR7 agonist: -6

Results for COc1cc(COC2CCCN(S(=O)(=O)c3ccc(Cl)cc3)C2)cc(OC)c1 (configuration not stated) ?
hcGAS lum: -7; mcGAS inh: -6; NPYLR7 agonist: 14

Results for CS(=O)(=O)Nc1nc2n(n1)C(c1ccc(Cl)cc1)CC(c1ccccc1)=N2 (configuration not stated) ?
hcGAS lum: -3; NPYLR7 agonist: 2

What do the screens show for `CCOC(=O)Cn1c(=O)c2c(nc3n(-c4ccc(Cl)cc4)c(C)c(C)n23)n(C)c1=O`?
hcGAS lum: -5; mcGAS inh: -7; NPYLR7 agonist: 1

What do the screens show for `CC1CN(C)CCN1CC(O)c1cc(Cl)ccc1Cl` (configuration not stated)?
hcGAS lum: -5; mcGAS inh: -5; NPYLR7 agonist: 11

What do the screens show for `Cc1ccc(Nc2nc(N3CCN(c4cccc(Cl)c4)CC3)nc3nccnc23)c(C)c1`?
hcGAS lum: -5; NPYLR7 agonist: 2
